Bioassay records from PubChem.
SDO1 yeast rescue = compounds rescuing growth of sdo1-depleted yeast, bone marrow failure model; S. cerevisiae sdo1-depleted JHY4D growth rescue, OD600 30 h; stronger effect = higher value; pdr5 snq2 efflux-pump mutant strain; z-score at 10 µM; 0.21% of 140,000 active; AID 817;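 active = z-score above 3 at both the 24 hr and the 30 hr optical density reads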;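 also: z-score against mean and SD of all compound wells on the same plate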
INS promoter inh = TRM-6 insulin promoter activity inhibition | inhibition, % at 2 µM | TRM-6 cells (human fetal islet line), insulin promoter-eGFP reporter, imaging; reporter expression induced with tamoxifen | 0.9% of 130,000 active;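 active = inhibition above the mean plus 3 SD, with well images judged a real hit on visual review, cut at about 60% in these data, passing the limit was not always enough; inconclusive = inhibition over the cutoff but images rejected on review; inactive = inhibition not above the cutoff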
SDO1 yeast rescue Rescue 24 h = also measured in SDO1 yeast rescue; calls as there; z-score; S. cerevisiae sdo1-depleted JHY4D growth rescue, OD600; measured here: growth rescue at 24 h;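 0 is the plate mean of compound wells and units are plate SD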
Active calls of the source: *; ? = inconclusive; · = no result given.

Fields: INS promoter inh, SDO1 yeast rescue, SDO1 yeast rescue Rescue 24 h
> CNC(=S)N(CCc1c(C)[nH]c2ccc(Cl)cc12)Cc1cccs1
    -58, ·, ·
> Fc1ccccc1NC(=S)NCCc1ccccc1
    -23, -0.29, -0.52
> Cc1cc(C(=O)COc2cccnc2[N+](=O)[O-])c(C)n1-c1ccccc1
    0, 0.22, -0.07
> COc1ccc(Cn2c(C3CC3)nc3ccc(NC(=O)C4CC4)cc3c2=O)cc1
    0, -1.6, -1.2
> COc1ccccc1-n1c(=O)[nH]c2c(C(N)=O)nc(C3CCCCC3)nc21
    ·, 0.09, 0.52
> O=C(/C=C/c1ccco1)Nc1ccc(-c2nc3ccccc3[nH]2)cc1
    -19, 1.1, 0.99
> Cc1ccccc1N(C(=O)CCC(=O)Nc1ccccn1)C(C(=O)NC(C)C)c1ccc(O)cc1 (stereo not given)
    -45, -0.12, -0.11
> c1ccc(-n2nnnc2SCc2cccc3nsnc23)cc1
    ·, -0.62, -1.1
> C/C(=N\Nc1ccc(C(F)(F)F)cc1[N+](=O)[O-])C(C)C
    20, -0.91, -2
> CC1CN(C(=O)c2cc(S(=O)(=O)N3CCCC3)c(Cl)cc2Cl)CC(C)O1 (stereo not given)
    38, 0.21, 0.13
> Cc1ccc(C(C)(C)C)c(OCCOCCN2CCCC2)c1
    4, 0.4, 0.79
> COc1cccc2cc(C(=O)C3=C(O)C(=O)N(CCN4CCOCC4)C3c3cccs3)oc12 (stereo not given)
    ·, 0, -1
> Cc1ccc(NC(=O)CSc2nnnn2-c2ccc3c(c2)OCO3)cc1C
    ?, -1.1, 0.11
> Cc1cccn2c(=O)c(/C=C(\C#N)C(=O)NCc3ccco3)c(N3CCC(C(N)=O)CC3)nc12
    ·, 0.25, 0.27
> Cc1ccc(-n2nnnc2/C=C\Nc2cc(C)on2)cc1
    18, -0.29, -1.1
> C/C=C/c1ccc(Oc2nnnn2-c2ccc(C(=O)O)cc2)c(OC)c1
    25, 0.95, 1.3
> CS(=O)(=O)N(CC(=O)N/N=C/c1cc2c(cc1Br)OCO2)c1ccccc1Br
    ·, -0.14, 1.9
> O=C(CN1CCC(C(=O)c2ccc(Cl)cc2)CC1)Nc1ccc2c(c1)OCCO2
    33, -0.87, -1
> O=C(CNc1ccc(Br)cc1)c1ccc(O)cc1
    -19, ·, ·
> O=C(Nc1ccc(F)cc1)c1csc(Cc2ccccc2)n1
    3, ·, ·
> COc1ccc(NC(=S)NNC(=O)c2cccs2)cc1
    38, 1.3, 1.8
> O=C(c1nn2c(C(F)(F)F)cc(-c3ccc(F)cc3)nc2c1Cl)N1CCOCC1
    ·, 1.4, 2.3
> CCOC(=O)c1csc(NC(=O)C2CCCCC2)n1
    ·, -0.1, -0.84
> O=C(Nc1cccc(-c2nc3ccccc3s2)c1)c1cccs1
    ·, -1.9, -0.91
> Cc1ccc(S(=O)(=O)c2nc(-c3ccccc3)oc2NCc2cccnc2)cc1
    30, -0.76, -2.3
> O=C(c1ccco1)N1CCN(C(c2cccs2)c2nnnn2C2CCCC2)CC1 (stereo not given)
    -11, -0.11, -0.01
> CCOC(=O)C1=C(C)NC(=O)NC1c1cc(Br)c(O)c(OC)c1 (stereo not given)
    20, -0.17, -0.85
> Cc1cc(S(=O)(=O)N(Cc2ccccc2Cl)c2ccc3c(c2)CCC3)ccc1-n1cnnn1
    25, -1.1, -0.71
> Fc1ccc(NC(=S)N/N=C/c2ccc(F)c(F)c2)c(F)c1
    40, 0.08, 0.2
> C=CCn1c(O)c(N=NC(=O)OC(C)(C)C)c2ccccc21
    ·, 0.47, 0.48
> Cc1ccc(OCCC(=O)NCCc2ccc(S(N)(=O)=O)cc2)cc1
    3, 0.21, -0.07
> CCN(CC)S(=O)(=O)c1cccc(-c2nnc(SCc3nnc(-c4cccs4)o3)n2N)c1
    ·, 0.65, -0.01
> S=C(NCCc1ccccn1)NC1CCCCC1
    -26, 1.1, 1.2
> CC(C)C(C)NC(=O)COc1ccc([N+](=O)[O-])cc1Cl (stereo not given)
    14, 0.92, -0.1
> COc1ccc2c(c1)Cc1sc(NC(C)=O)nc1-2
    44, -0.28, -0.68
> COc1ccc(C(=O)NCC(=O)OCc2ccc(F)cc2Cl)cc1OC
    -49, 0.07, 0.08
> COc1cc(CNn2c(C)n[nH]c2=S)cc(Br)c1OCc1ccc(F)cc1
    -67, -1.1, 0
> Cc1cccc2cc(C3CC(c4ccco4)=NN3C(=O)CCC(=O)O)c(Cl)nc12 (stereo not given)
    15, 2.3, 0.92
> Brc1ccccc1-c1nnc(COc2cccc3cccnc23)o1
    3, -0.86, -0.7
> COc1cc(CN(C)CCc2ccccn2)cc(OC)c1OC
    ·, 1.2, 0.93

Record cards (already shown).
Cc1ccc(OCCC(=O)NCCc2ccc(S(N)(=O)=O)cc2)cc1 as listed: INS promoter inh: 3; SDO1 yeast rescue: 0.21; SDO1 yeast rescue Rescue 24 h: -0.07
CNC(=S)N(CCc1c(C)[nH]c2ccc(Cl)cc12)Cc1cccs1 as listed: INS promoter inh: -58; SDO1 yeast rescue: ·; SDO1 yeast rescue Rescue 24 h: ·
Cc1cc(S(=O)(=O)N(Cc2ccccc2Cl)c2ccc3c(c2)CCC3)ccc1-n1cnnn1 as listed: INS promoter inh: 25; SDO1 yeast rescue: -1.1; SDO1 yeast rescue Rescue 24 h: -0.71

(further entries)
Fields: INS promoter inh, SDO1 yeast rescue, SDO1 yeast rescue Rescue 24 h
> O=[N+]([O-])c1ccc(N2CCNCC2)c(S(=O)(=O)N2CCOCC2)c1
    -25, -0.61, -1.1
> Cc1nc(C)c(C(=O)C2=C(O)C(=O)N(CCN3CCOCC3)C2c2cccnc2)s1 (stereo not given)
    -35, 0.3, -0.4
> Cc1cc(C)n(-c2cc(=O)n(C)c(=O)n2C)n1
    3, 1.3, 1.3
> CN(C)S(=O)(=O)c1ccc(N2CCCC2)c(C(=O)Nc2nc3c(ccc4ccccc43)s2)c1
    -14, 1.6, 1.6
> COc1ccc(NC(=O)c2csc3c2CCCCC3)c(OC)c1
    -11, ·, ·
> CCOc1cc(N2CCOCC2)c(OCC)cc1NC(=O)CN1CCCC(C)C1 (stereo not given)
    27, -0.45, -0.14
> CCCOc1ccc(C(=O)CCC(=O)OCC(=O)Nc2cc(C)on2)cc1
    20, -0.57, -0.76
> COc1cc2c(cc1NC(=O)CSc1ccccn1)oc1ccccc12
    -44, -0.53, 1.4
> COc1ccccc1/C=C(\C#N)C(=O)Nc1ccc(S(N)(=O)=O)cc1
    -28, ·, ·
> O=C(O)/C=C/c1cnn(-c2ccccc2)c1
    -32, ·, ·
> Cc1cc(N/N=C/c2ccccc2Cl)nc(NCc2ccccc2)n1
    ·, -1.7, -2.3
> O=C(C1=NN(c2ccccc2)C2C(=O)N(c3ccccc3)C(=O)C12)c1ccccc1 (stereo not given)
    ·, -0.34, -0.46
> COc1ccc(C2C(C#N)=C(C)NC3=C2C(=O)CC(C)(C)C3)c(OC)c1 (stereo not given)
    -21, 1, 1.1
> Cc1ccccc1NC(=O)c1cccc(OCc2c(C)noc2C)c1
    -8, -0.47, -0.06
> Cc1oc2c(CN3CCCC3)c(O)ccc2c(=O)c1-c1ccc(Cl)cc1
    -15, -0.48, -0.64
> CCC(Oc1ccccc1)C(=O)N1CCN(c2ccccn2)CC1 (stereo not given)
    -146, -0.96, -0.71
> O=C1c2ccccc2C(=O)N1CC#CCN1CCN(C2CCCCC2)CC1
    ·, -0.08, -0.02
> CCCCn1nnnc1NCc1cccnc1
    -406, 0.17, 0.05
> O=C(COc1cccc(NC(=O)c2cccc([N+](=O)[O-])c2)c1)c1ccc(Br)cc1
    33, -1.1, -0.65
> Cc1ccc(C(=O)OCC(=O)NCc2cccs2)cc1S(=O)(=O)N1CCOCC1
    -45, ·, ·
> Cc1ccc(C(=O)NC(C)c2ccccc2)o1 (stereo not given)
    0, -0.31, -0.09
> CCC(Sc1nc(N)cc(=O)[nH]1)C(=O)NC(C(=O)OC)c1ccccc1 (stereo not given)
    15, -0.64, -0.92
> CC(=O)Nc1ccc(S(=O)(=O)NC(C)C(=O)NCCc2ccc(F)cc2)cc1 (stereo not given)
    -123, ·, ·
> O=C(CN1C(=O)NC2(CCOc3ccccc32)C1=O)Nc1ccc(F)c(F)c1F (stereo not given)
    0, ·, ·
> COc1ccc(CN(C(=O)c2ccco2)C2CC(C)N(C)CC2C)cc1 (stereo not given)
    -44, 0.67, 0.6
> Cc1cccc(S(=O)(=O)N2CN(Cc3ccco3)c3nc4ccccc4nc32)c1
    23, -1.3, -1.2
> CC(C)c1nnc(NC(=O)CCC(=O)NC2CCCCCCC2)s1
    44, 1.3, 0.77
> CC(C)N(C(=O)COC(=O)c1ccc(O)cc1)C(C)C
    11, 0.84, 1.3
> Cc1cc(C)cc(N(CC(=O)NC2CC3CCC2C3)S(C)(=O)=O)c1 (stereo not given)
    ·, -0.53, -0.92
> O=C(CN1CCN(Cc2cccc(Cl)c2)C1=O)NCC1CCCO1 (stereo not given)
    ·, 0.96, 0.83
> CCc1cccc(CC)c1NC(=O)C1CC(=O)N(c2ccc3c(c2)OCCO3)C1 (stereo not given)
    30, 0.67, 1.8
> CCN(Cc1ccccc1)C(c1cc2ccc(C)cc2[nH]c1=O)c1nnnn1CCOC (stereo not given)
    -100, -0.43, -0.06
> COCCNC(=O)c1ccccc1NC(=O)c1cccc([N+](=O)[O-])c1C
    15, ·, ·
> Cc1ccc(C)c(-n2nnnc2SCC(=O)c2ccc3c(c2)NC(=O)CO3)c1
    -19, -1.9, -1.7
> CC1(C)Cc2c(C#N)c(N)sc(=S)c2CO1
    29, 0.56, 0.6
> COc1ccnc(Oc2ccc3ccccc3c2)c1C#N
    -14, 0.32, 1.4
> CCn1c(SCC(=O)Nc2ncc(C(F)(F)F)cc2Cl)nnc1-c1cccc(C)c1
    ·, 0.19, 0.38
> CC(SC1CCCC1)C(=O)Nc1ccnn1C(C)C (stereo not given)
    ·, 1.3, 0.89
> Cc1ccn2cc(CNC(=O)c3ccc(Br)o3)nc2c1
    ·, 0.28, -0.4
> COc1ccc(N(CC(=O)NN=C2CCCC2)S(=O)(=O)c2ccccc2)cc1Cl
    ·, 0.55, 0.73
> O=C(Nc1ccccn1)c1ccc(NC(=O)c2ccco2)cc1
    33, 8.9, 2.9
> CCCC(C)C(=O)Nc1nc(C)c(-c2csc(Nc3ccc(Cl)cc3)n2)s1 (stereo not given)
    -27, -2.4, -1.6
> COC(=O)NNC(=O)C1CCC(C)CC1 (stereo not given)
    10, 0.69, 0.94
> Cc1ccc(/C(COc2ccccc2O)=N\O)cc1
    ·, -0.51, -1.2
> CC/C(=N\NC(=S)Nc1cc(C)ccc1C)c1ccc(OC(F)F)cc1
    19, -1.1, -1
> COc1ccc(N(C(=O)c2ccco2)S(=O)(=O)c2ccc(F)cc2)cc1
    -456, -1, -1.5
> COC(=O)C(C)Sc1nc2c(c(=O)[nH]c(=O)n2C)n1CCC(C)C (stereo not given)
    31, 0.02, -0.59
> COc1c2c(nc3occc13)C(CC=C(C)C)(OC)C(=O)C=C2 (stereo not given)
    7, ·, ·
> CSc1nnc(-c2cc[n+](C)cc2)n1CCO
    25, 2.4, 1.1
> Clc1ccc(SCc2cc(-c3ccccc3)on2)cc1
    33, 0.82, 1.5

(more compounds)
Fields: INS promoter inh, SDO1 yeast rescue, SDO1 yeast rescue Rescue 24 h
> Cc1ccccc1NC(=O)OCc1cccnc1Sc1ccc(Cl)cc1
    0, -0.68, -0.58
> CCOC(=O)C(C)Oc1cccc2c(=O)n(CC(=O)NCCc3ccc(OC)c(OC)c3)ccc12 (stereo not given)
    -41, 0.16, -0.18
> CC1CCN(CCn2c(=S)[nH]c3ncccc3c2=O)CC1
    -3, ·, ·
> COc1ccc(C2CC(=O)C(CS(=O)(=O)c3ccccc3)C(=O)C2)cc1 (stereo not given)
    -18, ·, ·
> O=C(CN1C(=O)C2CCCCC2C1=O)OCc1nnc(-c2ccccc2)o1 (stereo not given)
    14, ·, ·
> CCN(CC)S(=O)(=O)c1cc(NC(=O)CCNC(=O)c2ccccc2Cl)ccc1C
    -23, 0.2, -0.4
> CC(c1ccccc1)C1NC(C(=O)O)CS1 (stereo not given)
    -3, 0.49, -0.51
> CCCCCCCCCC[n+]1cccc(C(=O)N(CC)CC)c1
    -81, 0.74, 0.8
> NS(=O)(=O)c1ccc(NC(=O)CSc2nc3ccccc3n2-c2ccccc2)cc1
    ·, -0.03, 0.67
> O=C1CC(N2CCCCCC2)C(=O)N1c1ccc2c(c1)OCO2 (stereo not given)
    -7, -0.48, -0.68
> COc1ccc(C(=O)O/N=C(/c2ccccc2)c2ccncc2)cc1
    50, ·, ·

Limited to INS promoter inh and SDO1 yeast rescue, for some of the entries so far:
canonical_smiles | INS promoter inh | SDO1 yeast rescue
COc1ccc(C2CC(=O)C(CS(=O)(=O)c3ccccc3)C(=O)C2)cc1 (stereo not given) | -18 | ·
COc1ccc(C(=O)O/N=C(/c2ccccc2)c2ccncc2)cc1 | 50 | ·

Some of the compounds tested; the hit share may differ from the screen's.
